TROY NFkB inh – TROY signaling inhibition. actives 0.98% (n = 360,000). inhibition, % at 10 µM. Q293 LMP1-TROYcd NF-kB luciferase reporter, 4 h;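 active = compounds whose plate-normalised and pattern-corrected inhibition of the luciferase reporter signal at the single screening dose is 50% or more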
TWEAK-Fn14 inh – blocks TWEAK-Fn14 interaction in a reporter cell assay | TWEAK-stimulated Fn14 reporter cells, luciferase luminescence, 8 h | actives 2% (n = 360,000) | inhibition, % at 10 µM | AID 1159606; in the data active = inhibition above about 50%
NR2E3 ag-1 – agonists of human NR2E3 nuclear receptor | inhibition of corepressor binding, % at 3.98 µM | actives 0.35% (n = 360,000) | CHO-S Gal4-NCOR/VP16-NR2E3 two-hybrid, luciferase | Q9Y5X4 | AID 602229;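 active = inhibition above the mean of all tested compounds plus 3 SD, cut at about 70% in these data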;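 note: 0% = DMSO with NR2E3 transfected cells and 100% = cells lacking NR2E3 construct; higher means lower luciferase signal from less NR2E3 corepressor binding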
Target sequence (Q9Y5X4 whole entry, looked up, the tested form may be a part): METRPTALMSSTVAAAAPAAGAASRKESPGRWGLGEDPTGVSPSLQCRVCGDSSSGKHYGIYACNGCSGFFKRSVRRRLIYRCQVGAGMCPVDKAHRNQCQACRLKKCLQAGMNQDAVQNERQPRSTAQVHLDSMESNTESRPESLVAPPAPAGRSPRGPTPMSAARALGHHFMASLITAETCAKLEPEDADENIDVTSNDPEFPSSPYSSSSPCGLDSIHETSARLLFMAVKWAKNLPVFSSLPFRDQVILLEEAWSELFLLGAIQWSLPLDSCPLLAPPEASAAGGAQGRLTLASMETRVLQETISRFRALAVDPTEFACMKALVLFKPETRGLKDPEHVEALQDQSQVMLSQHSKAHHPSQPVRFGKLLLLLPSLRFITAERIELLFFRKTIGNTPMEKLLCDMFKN
Shn3 inh set2 – inhibitors of Schnurri-3 3'UTR reporter in osteoblasts. Clone20 osteoblast Shn3 3'UTR firefly luciferase, 24 h. inhibition, % at 12.5 µM. actives 0.52% (n = 360,000). AID 588674;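 active = mean inhibition of at least 75% with every replicate also reaching 75%; inconclusive = mean inhibition at least 75% but some replicate below; inactive = mean inhibition below 75%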;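 note: 0% = median of neutral control wells and 100% = pilot-screen positive control compound; some compounds past the cut are filed as inactive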
Peg3 promoter – reduces Peg3 promoter-driven luciferase expression in HeLa | HeLa PEG-Prom luciferase reporter, luminescence, overnight | inhibition, % at 20 µM | actives 1.7% (n = 360,000) | AID 588405;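 active = inhibition of at least 50% at 20 µM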
CF NFkB inh – cystic fibrosis NF-kB activation inhibition | actives 0.86% (n = 360,000) | inhibition, % at 5 µM | KKLEB NF-kB-GFP reporter, PAF-induced, GFP fluorescence overnight | AID 588850;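 active = at least 50% inhibition at 5 µM, scaled per plate between neutral and stimulator controls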;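 note: PAF is a Pseudomonas aeruginosa culture filtrate used as stimulus; plate controls were PAF-stimulated DMSO wells for no effect and unstimulated DMSO wells for full effect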
NR2E3 ag-2 – activates human photoreceptor nuclear receptor NR2E3; GST-NR2E3/biotin-RetCOR TR-FRET, 1536-well; inhibition of corepressor binding, % at 4.78 µM; actives 0.12% (n = 320,000); AID 2300;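 active = percent inhibition above the cutoff of mean plus 3 SD of all tested compounds, set per screening campaign, cut at about 20% in these data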;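 note: 0% = DMSO wells and 100% = biotin wells as full block of FRET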
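System: GST-tagged NR2E3 plus biotinylated RetCOR corepressor; Buffer or medium: pH 7.5 Tris-based buffer; Probe or stimulus: RetCOR corepressor, biotinylated, 7 nM; Doses: compound at 4.8 µM, single dose; Schedule: 5 h incubation at 4 °C; Technique: time-resolved FRET; Evaluation: percent inhibition of TR-FRET ratio; Replication: one well per compound, singlicate testing.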
C8 TRAIL sens – sensitizes caspase-8 expressing cells to TRAIL; NB7+C8 cells + TRAIL, ATPlite viability luminescence; inhibition (viability loss, TRAIL sensitization), % at 10 µM; actives 1% (n = 360,000);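 active = compounds causing at least 50% loss of cell viability in the single-dose screen, relative to plate controls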
KKLEB tox – reduces viability of KKLEB cystic fibrosis airway cells. KKLEB CF airway cells viability, ATPlite luminescence, overnight; stronger effect = lower value; cells stimulated with P. aeruginosa culture filtrate. activity change (cytotoxicity), % at 5 µM. actives 0.36% (n = 360,000);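 active = corrected activity change at or below -50% at 5 µM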
MITF TRPM1 inh – inhibitors of MITF-driven TRPM1 promoter in melanoma cells; SK-MEL-5 TRPM1 promoter luciferase, 24 h; actives 0.83% (n = 330,000); inhibition, % at 12.5 µM;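 active = mean inhibition across replicates of 60% or more, whatever share of single replicates reaches that level; inconclusive = some that reach 60%, reason not given; inactive = mean inhibition across replicates below 60%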; note: values of inactives mirror those of a sister screen read the other way
HIF-2a block – blocks HIF-2a reporter activity; inhibition, % at 18.8 µM; AID 624352; 786-0 RCC cells HIF-2a reporter, luciferase luminescence, overnight; actives 0.72% (n = 360,000);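 active = inhibition of the luminescence signal of 40% or more relative to plate controls, in a single-dose primary screen at 18.75 µM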
* = called active by the depositor; ? = inconclusive; . = no result given.

SMILES	TROY NFkB inh	TWEAK-Fn14 inh	NR2E3 ag-1	Shn3 inh set2	Peg3 promoter	CF NFkB inh	NR2E3 ag-2	C8 TRAIL sens	KKLEB tox	MITF TRPM1 inh	HIF-2a block
COc1ccc(OC)c(NC(=O)Nc2nnc(N3CCC(C)CC3)s2)c1	-20	-16	-31	10	-30	6	-2	-2	3	.	-31
Cc1c(NC(=O)c2cccc(NS(C)(=O)=O)c2)c(=O)n(-c2ccccc2)n1C	-8	1	-27	-10	5	-20	1	7	8	1	7
COc1ccc(Nc2nc3c(c(=O)n(C)c(=O)n3C)n2CCO)cc1	-7	21	3	0	5	-8	-4	-5	0	3	7
CCOc1ccc(NC(=O)CN(C)C(=O)COc2cccc(CC)c2)cc1OCC	2	-6	3	-7	7	9	-3	4	-9	11	14
CN(Cc1ccccc1)C(=O)COC(=O)CCNC(=O)c1ccccc1Cl	-3	-2	10	8	-2	-5	1	-7	-5	3	7
Cn1cc(/C=C(\C#N)C(=O)Nc2ccccc2O)c2ccccc21	31	-9	-75	-67	-154	-102	1	-6	-4	-42	-219
Cc1ccc(Sc2ccc(N)cn2)cc1	-7	-1	-16	-10	-24	2	3	1	-9	-9	-22
O=C(Nc1ccccc1C(=O)NC(Cc1c[nH]c2ccccc12)C(=O)O)c1ccco1 (stereo unspecified)	-20	10	-4	.	5	5	2	0	2	3	8
COc1ccc(C2CC(c3ccccc3)=NN2C(=O)COC(=O)c2cccnc2Cl)cc1 (stereo unspecified)	-31	16	10	25	-15	1	-1	13	0	-8	-26
CC(C)c1ccc(C(=O)Nc2nnc(S(=O)(=O)N3CCOCC3)s2)cc1	-21	-11	11	-5	-27	12	1	-11	20	-3	-59
CCCc1nnc(SCC(=O)N2C(C)CCCC2C)n1CCCOC (stereo unspecified)	-7	6	2	-11	-5	-24	3	-1	10	-3	5
O=C(/C=C/c1cccc(C(F)(F)F)c1)NNC(=O)c1ccncc1	-3	15	6	-14	6	38	.	3	-13	-1	2
Cc1ccc(CNC(=O)Cc2ccc(-c3ccccc3)cc2)cc1	18	-9	-7	18	13	39	-2	15	-12	33	1
O=C(Nc1ncccc1O)c1cccc(S(=O)(=O)N2CCCc3ccccc32)c1	-2	10	3	18	-5	-31	3	12	4	8	6
Cn1c(=O)c2c(SCC(=O)c3ccccc3)nc(C3CC3)nc2n(C)c1=O	17	28	-17	16	3	21	1	29	5	7	1
COc1ccc(OC)c(/C=C/C(=O)c2ccc3c(c2)OCO3)c1	-34	-17	-9	-28	-64	27	-2	12	-22	-13	-84
O=C1c2cccc3cc([N+](=O)[O-])cc(c23)C(=O)N1CCN1CCCC1	-27	-43	-45	94*	112*	-190	.	59*	-20	84*	-50
Cc1ccc(OCCOc2cccc(Br)c2)c([N+](=O)[O-])n1	-31	-53	-93	-64	-286	6	2	-1	1	-98	-239
COC(CNC(=O)C1CCN(S(=O)(=O)c2ccc3nc4c(c(C(=O)O)c3c2)CC(C)CC4)CC1)OC (stereo unspecified)	4	8	13	-11	3	-8	2	-7	-2	-1	12
O=[N+]([O-])c1cccnc1SCc1c(F)cccc1Cl	-21	-24	19	.	6	-1	5	7	-5	-2	15
CCN(CC)c1nc(N2CCN(CCO)CC2)nc2ccccc12	5	-14	-25	14	-11	-14	2	-3	-10	-13	-12
COc1ccc(N=Cc2cc(Cl)ccc2O)cc1Cl	3	-6	10	-8	9	10	0	-2	2	7	19
Cc1ccc(S(=O)(=O)N(C)c2ccc(NS(C)(=O)=O)cc2)cc1	7	2	-15	7	11	1	5	6	12	-6	4
Cc1ccc(CSc2nnc(-c3cccc(S(=O)(=O)N4CCOCC4)c3)n2C2CCCC2)cc1	2	1	4	15	-61	14	-1	-3	-1	3	21
COc1nc2ccc(C)cc2cc1-c1noc(-c2cccnc2)n1	5	5	-24	-1	-5	20	0	7	-6	4	-8
SMILES	TROY NFkB inh	TWEAK-Fn14 inh	NR2E3 ag-1	Shn3 inh set2	Peg3 promoter	CF NFkB inh	NR2E3 ag-2	C8 TRAIL sens	KKLEB tox	MITF TRPM1 inh	HIF-2a block
O=C(N/N=C/C=C/c1ccccc1)c1cnccn1	-2	-15	-5	-11	-19	-5	3	13	7	-14	-49
Cc1cc(C)n(-c2nnc(C)c(=O)[nH]2)n1	-1	3	-34	-23	-4	1	1	2	2	2	21
CCn1c(NCc2ccc3c(c2)OCO3)nc2ccccc21	-32	-15	-19	-20	-113	-1	0	3	4	-19	-128
O=C(NCc1ccncc1)c1nc(-c2cccs2)no1	15	-7	-28	-12	11	14	1	6	-7	-16	12
CCn1c(SCc2ccccc2)nc2ccccc2c1=O	-20	-5	2	-36	16	7	0	-2	-11	8	5
CCOC(=O)N1CCC(NS(=O)(=O)c2ccccc2)CC1	2	12	8	-9	6	-2	1	-11	1	-11	13
O=C(O)CCC(=O)N1CCc2cc(S(=O)(=O)NCc3ccc(Cl)cc3)ccc21	-4	7	-24	-1	1	-7	0	23	0	12	4
O=C1CSCc2nc3ccccc3n21	-3	6	4	-10	-9	-2	.	-2	-3	5	9
Cc1ccc(NC(=O)C2CCN(S(C)(=O)=O)CC2)cc1	6	-13	-17	-33	-5	17	5	-4	-27	-16	-18
CS(=O)(=O)Nc1cccc(NC(=O)c2cccc3c(-c4cccc(C(N)=O)c4)coc23)c1	6	35	-15	-1	42	15	.	19	-7	.	-118
CC(C)C(C(=O)Nc1ccc2c(c1)OCO2)N1C(=O)c2ccccc2C1=O (stereo unspecified)	7	10	-7	7	-2	5	1	-5	-23	12	17
C=CCn1c(SCC(=O)Nc2nc(C)cs2)nnc1C(CO)NC(=O)c1ccccc1 (stereo unspecified)	9	2	-9	-11	3	0	2	7	6	6	11
Cc1cc(C)cc(NC(=O)Cn2nnc(C(=O)NCc3ccc(F)cc3)c2N)c1	-4	-28	-6	18	17	14	2	-4	-6	3	1
CCN(CC)c1nc2c(c(=O)[nH]c(=O)n2C)n1CCCc1ccccc1	2	-38	-29	14	28	-1	3	6	2	9	11
COc1cc(OC)c(NC(=O)C(=O)CC(=O)c2ccc(C)cc2C)cc1Cl	-11	7	2	25	19	-10	1	-1	8	13	-7
Cc1nn(-c2ccccc2)nc1C(=O)NNC(=O)c1cccc2ccccc12	15	-5	-15	26	8	0	1	-2	6	14	23
CCn1cc(C(=O)O)c(=O)c2cnc(N3CCN(C(=S)NC(=O)c4ccc(F)c(F)c4)CC3)nc21	-11	-3	-12	1	-50	-32	1	0	10	13	8
COc1ccc(Cl)cc1NC(=O)CN1CCC(n2nnc3cc(C)ccc32)CC1	1	19	-33	58	86*	21	-1	10	-18	15	2
CCN1C(=O)/C(=C2/C=Cc3ccccc3N2CC)SC1=S	-23	0	2	-12	-18	-10	2	-7	3	11	-47
CC(C)(Oc1ccc(Cl)cc1)C(=O)NCC1CCCO1 (stereo unspecified)	12	7	-35	6	18	-6	-3	16	-7	-11	14
CCCOc1ccc(C2c3c(oc4cc(C)c(C)cc4c3=O)C(=O)N2CCCN(C)C)cc1OCC (stereo unspecified)	-5	3	-18	4	-8	-6	0	8	13	6	7
CCC(C(=O)Nc1cc(C(=O)O)ccc1C)c1ccccc1 (stereo unspecified)	-8	-2	-14	1	-2	7	-1	-4	-2	-7	6
CCCCNC(=O)C[C@@H]1C[C@@]2(C(=O)OC)CCCCC=C2N(Cc2ccco2)C1=O	-4	9	10	.	.	.	.	0	.	.	1
O=C(COc1ccc(Cl)cc1)Nc1ccccc1C(=O)NCc1ccco1	-28	-21	-9	18	13	30	2	-4	-32	-6	5
CN1CCN(c2ccc(-c3ccc4ccccc4n3)cc2)CC1	92*	103*	87*	?	105*	10	.	90*	-59*	76*	87*
SMILES	TROY NFkB inh	TWEAK-Fn14 inh	NR2E3 ag-1	Shn3 inh set2	Peg3 promoter	CF NFkB inh	NR2E3 ag-2	C8 TRAIL sens	KKLEB tox	MITF TRPM1 inh	HIF-2a block
COC(=O)C1CCN(C(=O)c2ccc(Cl)c(S(=O)(=O)NCc3cccnc3)c2)CC1	-6	-16	-17	4	0	10	-1	0	-12	4	15
O=C(O)CNC(=O)/C=C/c1c(Cl)cccc1Cl	13	12	-6	4	6	1	1	-7	-2	-15	19
Cc1ccc(C(=O)N2[C@@H]3CN(C)C(=O)[C@@]2(C)[C@H]2C(=O)N(C)C(=O)[C@@H]32)cc1	4	-5	-29	-9	-8	-26	.	-3	-4	1	-4
CCOC(=O)N1CCN(S(=O)(=O)c2cc(OCC(=O)NC3CCCCC3)c(C)cc2Cl)CC1	20	27	2	49	22	-17	0	4	2	19	-1
CCOC(=O)C1CCN(C(=O)CCCn2nc(CC)n3c(cc4occc43)c2=O)CC1	-11	-32	-17	-15	-1	31	-2	-3	-4	4	-7
CS(=O)(=O)N1CCC(C(=O)Nc2cccc(Cl)c2)CC1	-1	-8	-20	-26	13	16	0	-1	5	-6	11
Cc1sc2c3ccsc3ccc2[n+]1C	-24	-5	-25	-2	-5	-15	-1	-6	8	-8	10
NC(=O)CC(NC(=O)c1ccccc1)c1ccc(NC2CCCCC2)c([N+](=O)[O-])c1 (stereo unspecified)	-30	-25	-107	62	-20	-16	0	-2	-3	-11	-38
O=C(CNC(=O)c1cncc(Br)c1)Nc1ccc(F)c(F)c1F	2	-8	-30	-2	2	8	1	-21	8	11	7
CN(CC(=O)Nc1ccccc1Br)C(=O)CN1CCN(Cc2cccc(Cl)c2)CC1	-16	7	29	20	3	-17	.	-1	4	-8	6
O=c1c2nnn(-c3ccccc3)c2ncn1C/C=C/c1ccccc1	16	2	13	-22	3	-8	2	4	0	.	7
CCN(CC)c1ccc(/C=N/N(c2ccccc2)c2ccccc2)c(O)c1	10	24	0	81	10	-17	1	-2	8	27	16
COc1ccc(NC(=O)CCCN2C(=O)C(c3ccccc3)Oc3cccnc32)cc1 (stereo unspecified)	-2	-25	-1	11	-2	11	1	-19	18	6	1
Cc1cccc(CSc2nnc(N)n2-c2ccccc2)c1	-8	0	-8	-7	3	12	-2	-2	-8	8	-1
O=C(Nc1nccs1)C(F)(F)C(F)(F)C(F)(F)C(=O)Nc1nccs1	0	-12	5	6	-8	9	1	22	2	-4	9
CC1CCCCN1CC(=O)Nc1sc2c(c1C#N)CCC2 (stereo unspecified)	10	2	-22	-18	-5	-15	0	7	4	3	-13
COC(=O)c1ccc(C)c(NC(=O)CCSc2ccccc2)c1	-5	-7	5	0	5	-2	-2	-18	-2	-3	11
Cc1c(NC(=O)C2CCCN2S(=O)(=O)c2ccccc2)c(=O)n(-c2ccccc2)n1C (stereo unspecified)	-1	-7	28	-6	3	-3	2	-4	6	5	9

Source: PubChem BioAssay (several laboratories)

Only part of the results is shown; the hit share may differ from the screen's.
